Source: PubChem BioAssay (National Center for Advancing Translational Sciences (NCATS))
HT1080NT lethal – qHTS for induction of synthetic lethality in tumor cells producing 2HG: qHTS for the HT-1080-NT fibrosarcoma cell line. Potency, µM (top dose mostly 46.1 µM), for the others: at the highest dose activity, negative = less viability, hits mostly cytotoxic. HT-1080-NT fibrosarcoma viability, CellTiter-Glo ATP luminescence, 48 h. 360,000 compounds, 1.6% hits;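 also: NT is the 2HG producing partner of a matched IDH1 knockdown line; 0% = DMSO-treated cells and -100% = media-only wells without cells; nearly all actives have a fitted effect of over 55% in size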
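A 48-hour cytotoxicity screen used HT-1080-NT cells plated 2 hours before compound delivery. ATP-based CellTiter-Glo luminescence measured viability, normalized to DMSO and no-cell controls.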
GLP1R inv ag – qHTS of GLP-1 Receptor Inverse Agonists (Inhibition Mode); HEK293 GLP-1R CRE-luciferase, luminescence, 24 h; GLP-1R form is constitutively active; Potency, µM (titrated, usually from 38.3 µM), inactives show at the highest dose activity change, negative = inhibition, most hits filed as inhibitors; Glucagon-like peptide 1 receptor (Homo sapiens), P43220; 410,000 compounds, 1.6% hits; AID 624417, 2012; also: % is scaled to controls: 0 for no effect and ±100 for the full control effect; nearly all actives have a fitted effect of over 55% in size
Target sequence (P43220 whole entry, looked up): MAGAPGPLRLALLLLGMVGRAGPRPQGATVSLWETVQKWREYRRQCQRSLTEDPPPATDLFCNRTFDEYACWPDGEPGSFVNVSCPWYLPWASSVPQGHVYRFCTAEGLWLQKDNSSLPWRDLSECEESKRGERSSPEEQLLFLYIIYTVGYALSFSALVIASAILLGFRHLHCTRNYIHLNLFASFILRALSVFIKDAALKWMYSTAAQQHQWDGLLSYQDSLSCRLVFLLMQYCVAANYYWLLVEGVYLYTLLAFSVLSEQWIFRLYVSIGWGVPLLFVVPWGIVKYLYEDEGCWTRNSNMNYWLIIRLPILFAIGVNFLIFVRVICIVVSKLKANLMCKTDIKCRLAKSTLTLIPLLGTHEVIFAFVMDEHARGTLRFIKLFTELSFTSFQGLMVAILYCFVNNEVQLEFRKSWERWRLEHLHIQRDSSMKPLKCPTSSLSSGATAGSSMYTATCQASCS
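Inverse agonists were sought by their lowering of basal cAMP reporter luciferase output in HEK293 cells stably carrying constitutively active human GLP-1R, after 24 h compound treatment.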
KB-3-1 tox – qHTS assay for MDR1-selective chemotherapeutics: Primary screen using the parental adenocarcinoma cell KB-3-1; KB-3-1 viability, CellTiter-Glo ATP luminescence, 72 h; Potency, µM (doses to about 46.1 µM), for inactives: at the highest dose activity change, negative = cytotoxic, hits mostly cytotoxic; 400,000 compounds, 1.4% hits; also: % is scaled to controls: 0 for no effect and ±100 for the full control effect; nearly all actives have a fitted effect of over 60% in size
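Screening of KB-3-1 cells (DMEM, 10% FBS, phenol-red free) ran from lowest to highest compound concentration; after 72 h at 37 °C viability was read luminescently and curves fitted.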
GLP-1R agonist – qHTS of GLP-1 Receptor Agonists. Glucagon-like peptide 1 receptor (Homo sapiens), P43220. 380,000 compounds, 0.007% hits. HEK293 GLP-1R CRE-luciferase, luminescence, 4-6 h; cells express a hypersensitive GLP-1R form. Potency, µM (highest dose often 45.6 µM), for the others: at the top dose activation, usual class: activators; also: % of control where 0% means no effect
GLP1R cytotox – qHTS of GLP-1 Receptor Inverse Agonists: Cytotox Screen | HEK293 cAMP-luciferase reporter cells, luminescence, 24 h | Potency, µM (top dose mostly 38.3 µM), inactives show at the highest dose activity change, negative = inhibition, usual class: inhibitors | 410,000 compounds, 0.13% hits;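 also: loss of luciferase light is scored as toxicity; % is scaled to controls: 0 for no effect and ±100 for the full control effect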
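A 23 nL compound transfer followed 12 hours of cell culture at 37 deg C; exposure then lasted 24 hr. Luciferase assay detection reagent was dispensed and plates read for luminescence after a 12 min room-temperature wait.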
SW480 rereplic – A quantitative high throughput screen for small molecules that induce DNA re-replication in SW480 colon adenocarcinoma cells; Potency, µM (highest dose often 46.1 µM), for the others: at the top dose re-replication activation, most hits filed as activators; AID 624297, 2012; 340,000 compounds, 1.8% hits; SW480 DNA re-replication, Hoechst DNA content imaging, 48 h; also: % of control where 0% means no effect; nearly all actives have a fitted effect of over 55% in size
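Hoechst fluorescence of nuclei (405 nm excitation, 500-530 nm emission) measured by plate-scanning imager after 48 hr compound exposure at 37 C; re-replication scored as increased number of nuclei with elevated intensity.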
TDP-43 yeast inh – qHTS of TDP-43 Inhibitors; TDP-43 expressing yeast growth rescue, BacTiter-Glo, 24 h; Potency, µM (series often up to 46.1 µM), for inactives: at the highest dose growth rescue (activation), usual class: activators; 410,000 compounds, 1.8% hits; also: % of control where 0% means no effect; nearly all actives have a fitted effect of over 50% in size
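Yeast cells expressing TDP-43 under galactose induction are exposed to compounds for 24 hr at 30 deg C. BacTiter-Glo luminescence measures growth, so protective compounds score as activators.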
HT1080 IDH1KD tx – qHTS for induction of synthetic lethality in tumor cells producing 2HG: qHTS for the HT-1080-IDH1KD cell line | HT-1080 IDH1 knockdown viability, ATP luminescence, 48 h | Potency, µM (highest dose often 46.1 µM), without a hit: top-dose activity, negative = toxicity, actives largely listed as cytotoxic | 360,000 compounds, 2% hits | AID 686971, 2013;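 also: 0% = DMSO wells and -100% = cell-free medium wells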
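Cytotoxicity counter-line: IDH1KD HT-1080, 48 h, CellTiter-Glo. Curves classed by r2, magnitude and activity.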
KB-V1 cytotox – qHTS assay for MDR1-selective chemotherapeutics: Primary screen using the drug-selected MDR subline cells KB-V1; KB-V1 MDR cells viability, CellTiter-Glo, 72 h; Potency, µM (titrated, usually from 46.1 µM), inactives show top-dose activity change, negative = cytotoxicity, most hits filed as cytotoxic; 400,000 compounds, 3.4% hits; AID 1347076, 2019; also: % is scaled to controls: 0 for no effect and ±100 for the full control effect; nearly all actives have a fitted effect of over 60% in size
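KB-V1, DMEM (no phenol red) + 10% FBS; cpd pin-transferred, titration series; 72 h, 37 degrees C; CellTiter-Glo, luminescence. Data normalized, curve-fit.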
Starred values were filed as active, the others as inactive; ? = inconclusive; nt = no result given; & = joins results of further samples; [ ] = another dose, or the depositor's remark. Calls follow the shape of the dose curve; as a rule, active = well fitted curve in the direction sought with a large enough effect; inconclusive = small, poorly fitted or top-dose-only effect, or another doubt; inactive = no such curve, though single readings can be large; an effect the other way counts as inactive or inconclusive. Potency is read from the fitted curve at half-maximal effect.

SMILES	HT1080NT lethal	GLP1R inv ag	KB-3-1 tox	GLP-1R agonist	GLP1R cytotox	SW480 rereplic	TDP-43 yeast inh	HT1080 IDH1KD tx	KB-V1 cytotox
COc1ccc(NS(=O)(=O)c2c(C(=O)N3CCCCCC3)c(C)n(C)c2C)cc1OC	5%	0%	7%	4%	-13%	11%	-12%	0%	12%
COc1ccc(C2CC(c3cccs3)=NN2S(C)(=O)=O)cc1OC (centres undefined)	21%	73%[activator]	-1%	4%	24%	0%	3%	15%	-19%
O=C(NCCCO)/C(=C\c1cn(-c2ccccc2)nc1-c1cccnc1)NC(=O)c1ccccc1	0%	17%	-4%	4%	-3%	-13%	-7%	-1%	0%
Cn1c(=O)c2cc(NC(=O)NCc3ccc(F)cc3)ccc2n1C	23%	15%	0%	19%	-3%	nt	0%	6%	5%
COCCn1c(=S)[nH]c2cc(C(=O)NCCc3ccc(OC)c(OC)c3)ccc2c1=O	7%	5%	1%	-12%	-8%	0%	23%	6%	-29%
CCCN(S(=O)(=O)c1ccc(OCC)cc1)S(=O)(=O)c1cccs1	-1%	?	0%	-3%	78%[activator]	?	8%	-7%	-7%
COc1ccccc1NC(=O)COC(=O)CCn1c(C)csc1=O	7%	1%	-2%	4%	-1%	?	4%	3%	6%
O=C(O)CC(C(=O)O)C(=Cc1ccccc1)c1ccccc1 (centres undefined)	0%	5%	-2%	-6%	-6%	nt	13%	5%	9%
CNS(=O)(=O)c1cn(CC(=O)N2CCN(c3ccc(C(C)=O)cc3)CC2)cc1S(=O)(=O)NC	nt	17%	7%	nt	0%	nt	-11%	nt	6%
CCCS(=O)(=O)NC(=O)C1(C)CCCN(C(=O)c2cccc(C(F)(F)F)c2)C1 (centres undefined)	22%	4%	0%	-7%	3%	nt	9%	12%	1%
CCOC(=O)/C(=C/c1ccc(N2CCC(c3ccccc3)=N2)cc1)C(C)=O	7%	?	-23%	-1%	-24%	?	-2%	0%	-7%
O=C(CCc1ccccc1)NNC(=O)COc1ccc(Cl)cc1	2%	9%	nt	-26%	-23%	-3%	0%	4%	nt
COc1cc(Cl)c(C)cc1NC(=O)COC(=O)CCc1nc2ccccc2c(=O)[nH]1	2%	?	-2%	4%	5%	?	0%	0%	0%
Cc1ccccc1NC(=O)c1oc(=O)c2ccccc2c1-c1ccccc1	-14%	-2%	3%	28%	1%	-1%	-22%	-8%	8%
COc1cc(NC(=S)N2CCN(CCO)CC2)cc(OC)c1	5%	4%	3%	4%	0%	0%	5%	-2%	4%
O=c1c2oc3ccccc3c2ncn1Cc1ccccc1F	4%	22%	17%	1%	-11%	-1%	1%	1%	-3%
CCc1nc(SCC(=O)Nc2ccc(OC)cc2[N+](=O)[O-])n[nH]1	7%	-7%	19%	0%	-12%	6%	-1%	-1%	19%
O=C(O)CCCNS(=O)(=O)c1ccc(F)cc1	2%	4%	16%	-8%	2%	-5%	-5%	18%	28%
CCc1ccc(-c2nc(CSCC(=O)NC3CC3)c(C)o2)cc1	-2%	?	-7%	18%	0%	8%	-13%	-8%	1%
Cc1ccc2[nH]c(=O)c(CN(Cc3cccs3)Cc3nnnn3CC3CCCO3)cc2c1 (centres undefined)	?	20%	-5%	2%	-3%	?	-26%	-5%	?
CN(C)CCN(C(=O)c1ccc2c(c1)OCCO2)c1nc2c(Cl)cccc2s1	3%	?	8%	-7%	-5%	-2%	-14%	-6%	-1%
CC1(C)CCC(=O)N2CC[C@H]3C[C@H](OC(=O)Nc4ccc(Br)cc4)C[C@@H]1[C@H]32	0%	6%	0%&-6%	9%	-14%	?	3%	15%	13%&-32%
CCN(C[C@H]1N[C@@](C)(C(=O)OC)[C@H]2C(=O)N(C)C(=O)[C@@H]12)C(=O)COc1ccccc1	0%	6%	0%	3%	-1%	0%	0%	-6%	-13%
Oc1cccc(NC(=S)Nc2ccccc2)c1	4%	2%	-1%	-11%	3%	-2%	-11%	1%	11%
COC(=O)CSc1nnc2n(-c3ccc(OC)cc3)c(=O)c3c4c(sc3n12)CCCCC4	-25%	-1%	11%	1%	-14%	0%	13%	-18%	-1%

Profiles, looked up by structure:
`CCCN(S(=O)(=O)c1ccc(OCC)cc1)S(=O)(=O)c1cccs1` across the screens: HT1080NT lethal: -1%; GLP1R inv ag: ?; KB-3-1 tox: 0%; GLP-1R agonist: -3%; GLP1R cytotox: 78%[activator]; SW480 rereplic: ?; TDP-43 yeast inh: 8%; HT1080 IDH1KD tx: -7%; KB-V1 cytotox: -7%
`Oc1cccc(NC(=S)Nc2ccccc2)c1` across the screens: HT1080NT lethal: 4%; GLP1R inv ag: 2%; KB-3-1 tox: -1%; GLP-1R agonist: -11%; GLP1R cytotox: 3%; SW480 rereplic: -2%; TDP-43 yeast inh: -11%; HT1080 IDH1KD tx: 1%; KB-V1 cytotox: 11%
`Cc1ccccc1NC(=O)c1oc(=O)c2ccccc2c1-c1ccccc1` across the screens: HT1080NT lethal: -14%; GLP1R inv ag: -2%; KB-3-1 tox: 3%; GLP-1R agonist: 28%; GLP1R cytotox: 1%; SW480 rereplic: -1%; TDP-43 yeast inh: -22%; HT1080 IDH1KD tx: -8%; KB-V1 cytotox: 8%

(further entries)
SMILES	HT1080NT lethal	GLP1R inv ag	KB-3-1 tox	GLP-1R agonist	GLP1R cytotox	SW480 rereplic	TDP-43 yeast inh	HT1080 IDH1KD tx	KB-V1 cytotox
COc1ccc2oc(C(=O)Nc3ccc(S(=O)(=O)N(C)C4CCN(C)CC4)cc3)c(C)c2c1	23µM*	?	?	17%	?	?	5%	18µM*	7%
CC(NC(=O)C1(S(=O)(=O)c2ccc(Cl)cc2)CC1)c1ccccc1 (centres undefined)	1%	-28%	-19%	2%	-11%	146%	26%	-5%	21µM*
CCc1ccccc1NC(=O)c1ccc2c(c1)c(C)c(C)n2Cc1ccccc1	nt	?	-12%	nt	-7%	nt	7%	nt	-24%
O=C(NCc1ccc2c(c1)OCO2)c1cc2n(n1)C(C(F)(F)F)CC(c1ccc3c(c1)OCO3)N2 (centres undefined)	-2%	-1%	12%	6%	-2%	-5%	-16%	-20%	13%
Cc1ccc(NC(=O)COc2ccc(/C=N\NC(=O)c3cccnc3)cc2)cc1C	-14%	3%	4%	9%	0%	3%	-9%	-7%	-4%
O=C(CCc1c[nH]c2ccccc12)N1CCCCCCC1	-1%	?	-16%	9%	-5%	5%	-12%	-2%	-16%
CC(=O)Nc1ccc(NC(=O)C(C)OC(=O)CCSc2ccccc2Cl)cc1 (centres undefined)	-4%	-2%	1%	16%	11%	-3%	19%	-3%	-5%
Cn1c(=O)c2sccc2n(Cc2cccc(Br)c2)c1=O	2%	-34%	?	10%	16%	3%	16%	-5%	?
Cc1ccc(C(=O)COC(=O)c2ccc3c(c2)C(=O)N(c2cccc4ncccc24)C3=O)cc1C	-20%	5%	4%	3%	15%	1%	?	-22%	-11%
Cc1ccc2nc(NC(=O)C3CC3C)sc2c1 (centres undefined)	0%	0%	-3%	9%	-15%	-1%	0%	-3%	-8%
CNC(=S)N(CCc1c(C)[nH]c2ccc(OC)cc12)Cc1cccnc1	1%	12%	-3%	8%	0%	3%	-2%	-2%	?
CC(=O)c1ccc(NC(=O)CN2C(=O)CCC2=O)cc1	17%	8%	9%	-1%	18%	-1%	-1%	22%	-4%
Cc1cc(N2CCN(C)CC2)nc2ccc(NC(=S)N3CCOCC3)cc12	0%	-24%	20%	5%	-9%	0%	5%	0%	-14%
COC(=O)n1c(SC)nc2ccccc21	-5%	22%	?	17%	16%	-15%	17%	-3%	-7%
Clc1ccc(Cc2nnc(-c3cccs3)o2)cc1	21%	10%	0%	19%	1%	1%	?	-2%	5%
Cc1c(C(=O)N2CCCC2)oc2c1-c1nn(CC(=O)NCCCOC(C)C)cc1CC2	1%	16%&10%	20%	2%	1%&-2%	-20%	16%&14%	7%	-5%
O=C(CSc1ncnc2c1cnn2-c1ccccc1)Nc1ccccc1	26%	-7%	8%	-1%	4%	-3%	-3%	-13%	8%
CCN(CC)S(=O)(=O)c1cc([N+](=O)[O-])ccc1N1CCC(C(N)=O)CC1	-2%	35%[activator]	2%	12%	1%	-3%	15%	4%	-1%
CCOc1ccc(CN(C)CCc2ccccn2)cc1	20%	4%	2%	6%	5%	-2%	-5%	12%	2%
CC(C)(C)C(=O)N1CCC2CC1c1cc(-c3ccc4c(c3)OCO4)ccc12 (centres undefined)	?	?	-2%	-2%	-2%	nt	31%	?	0%
COc1ccc(/C=C2\SC(=S)N(CC(=O)NCCO)C2=O)cc1	?	12%	-11%	3%	1%	-8%	0%	13%	-6%
CCn1cc(/C=C/C(=O)Nc2c(C)nn(Cc3ccccc3C)c2C)cn1	12%	116%[activator]	0%	29%	-8%	-2%	-15%	8%	-7%
CCN(C(=O)c1cc2c(=O)oc3ccc(C)cc3c2s1)c1cc(OC)ccc1OC	nt	-4%	-3%	0%	-15%	nt	-2%	nt	0%
S=C(Nc1ccc(Cl)cc1)N1CCN(C2CCCCC2)CC1	1%	8%	-6%	0%	9%	-3%	-12%	1%	-4%
COc1ccc(CCNC(=O)CSc2cn(Cc3ccccc3)c3ccccc23)cc1OC	-28%	-15%	-1%	20%	3%	1%	16%	-6%	-4%
Cc1ccc(S(=O)(=O)N2CCC(C)CC2)c([N+](=O)[O-])c1	12%	-13%	0%	7%	16%	-2%	18µM*	-6%	?
COc1cccc(-c2nc(CS(=O)(=O)CC(=O)NCCc3ccc(OC)c(OC)c3)c(C)o2)c1	-6%	1%&2%	-12%&-15%	7%	1%&1%	-1%	-2%&16%	0%	?
COCCCNC(=O)c1ccc(CS(=O)(=O)c2ccccc2OC)o1	18%	23%	0%	1%	1%	-5%	-17%	20%	17%
CCCCCC[N+](C)(C)CC/C=C1/c2ccccc2Sc2ccc(Cl)cc21	-20%	-30%	-25%	-1%	-16%	-7%	8%	-24%	-21%
